# Casp6 inh – caspase-6 (human) enzyme inhibition. 350,000 compounds, 0.53% hits. purified caspase-6, Z-VEID-R110 cleavage fluorescence. inhibition, % at 12.5 µM. P55212;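 active means mean inhibition across replicates at least about 35%, with every replicate also reaching that limit, limit read from the data; inconclusive means only one of the two criteria met; inactive means neither criterion met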;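 further: 0% = median of neutral control wells and 100% = no fluorescence left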
# Target sequence (P55212 24-179 limits assumed): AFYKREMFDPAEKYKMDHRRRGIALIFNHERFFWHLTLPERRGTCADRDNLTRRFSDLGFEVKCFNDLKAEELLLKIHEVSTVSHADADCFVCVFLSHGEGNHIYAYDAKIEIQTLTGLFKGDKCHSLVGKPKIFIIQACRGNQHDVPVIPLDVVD
# Target sequence (P55212 194-293 limits assumed): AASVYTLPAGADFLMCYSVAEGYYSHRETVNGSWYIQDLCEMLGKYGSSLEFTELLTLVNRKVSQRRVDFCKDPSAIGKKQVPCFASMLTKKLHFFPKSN
# PGC1a acetyl inh – modulators of PGC1a acetylation | inhibition, % at 15.6 µM | AID 651687 | U2OS PGC1a acetylation, AlphaScreen anti-acetyl-lysine; with virally co-expressed GCN5 acetyltransferase | 350,000 compounds, 0.17% hits;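 active means every replicate shows inhibition of at least 40%; inconclusive means mean inhibition at least 40% but some replicate below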;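 further: 0% = neutral control wells and 100% = positive control wells; some results beyond the cut were filed as inactive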
# PAX8 inh HTS – lowers PAX8-driven luciferase in RMG-I cells | RMG-I TPO-luciferase reporter, SteadyGlo, 24 h | inhibition, % at 12.6 µM | 360,000 compounds, 1.2% hits | AID 652154;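 active means mean replicate inhibition at least 60% with every replicate also reaching 60%; inconclusive means only one of the two criteria is met; inactive means mean below 60% and not all replicates reaching 60%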;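 further: luciferase light reporting Pax8 driven TPO promoter activity; plate controls were median of neutral control wells for no effect and mitoxantrone controls for full effect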
# EWS-Fli inh – EWS/Fli transcriptional activity inhibition; AID 651661; inhibition, % at 12.6 µM; A673 NR0B1-luciferase reporter, viability-normalised; 350,000 compounds, 0.67% hits;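 active means mean inhibition of at least 50% after viability correction, with every replicate also passing that limit; inconclusive means mean reaches 50% but only one of two replicates passes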;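 further: firefly luciferase signal divided by Alamar Blue viability fluorescence both relative to DMSO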
# LGR2 inh – Drosophila LGR2 receptor signaling inhibition. 380,000 compounds, 0.35% hits. HEK293 LGR2, CRE-luciferase, bursicon-stimulated, 4 h. inhibition, % at 9.99 µM. AID 720647;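 active means drop in luminescence signal, shown as inhibition above about 50% in the replicate tests, limit read from the data, passing the limit was not always enough; inconclusive means probably only some replicates passing the limit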;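 further: agonist challenge used bursicon conditioned medium at about half maximal strength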
# Cneo AK release – causes C. neoformans cell lysis; AID 651654; 360,000 compounds, 0.2% hits; adenylate kinase release luminescence, 4 h; normalised: neutral wells 0, clomiphene wells 100; lysis activity, % at 15 µM;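 active means mean lysis activity across replicates of at least 80%, whatever share of replicates individually reach that level; inactive means mean lysis activity below 80%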
#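 Test system: log-phase Cryptococcus neoformans yeast cells. Input: 5 × 10^6 yeast cells/mL. Medium: fresh YPD growth medium. Doses: single dose. Incubation: static 4 h at 37 °C with compound, 1 h detection. Measured by: luminescent adenylate kinase detection reagent. Read-out: signal increase indicating cell lysis. Benchmarks: Clomiphene.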
# miR-122 sensor – blocks miR-122 activity in Huh7 sensor cells; 340,000 compounds, 0.3% hits; Huh7 miR-122 Renilla luciferase sensor, 48 h; neutral wells = 0, positive control = 100; activation (reporter increase), % at 12.5 µM;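 active means mean replicate activation score at least 90 and every replicate individually at or above 90; inconclusive means only one of the two criteria met; inactive means neither criterion met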;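 further: higher luciferase means less miR-122 activity so hits act as miR-122 inhibitors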
# FN deposit inh – fibronectin deposition inhibition | AH1F fibroblasts, Alexa488-fibronectin deposition fluorescence, overnight | inhibition, % at 12.6 µM | 350,000 compounds, 0.086% hits | AID 743247;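 active means mean inhibition across replicates of 30% or more, regardless of how many single replicates reach that level; inconclusive means mean under 30% yet at least half of replicates reach 30%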;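 further: positive control wells lacked labelled fibronectin entirely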
#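 material = AH1F fibroblast monolayer depositing Alexa488-labelled fibronectin into matrix | amount = 10000 AH1F cells/well | buffer or medium = DMEM plus 2% serum, read in PBS | incubation = 1 h cell adhesion before compound, then overnight fibronectin incubation | detection = fluorescence at 485 nm excitation, 525 nm emission | evaluation = percent inhibition as loss of matrix-bound fibronectin fluorescence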
# Numbers without * were called inactive; ? = inconclusive; / = not tested or not shown; & = joins results of further samples; [ ] = remark or other dose. Random draw from the library. Share with any hit: about 2.5%.
# Each structure is followed by: Casp6 inh	PGC1a acetyl inh	PAX8 inh HTS	EWS-Fli inh	LGR2 inh	Cneo AK release	miR-122 sensor	FN deposit inh
- Cc1noc(C)c1NC(=O)Nc1ccc2c(c1)C(=O)N([C@@H](C)CO)C[C@@H](C)[C@@H](CN(C)Cc1ccc(C(F)(F)F)cc1)OCCCC[C@@H](C)O2
    -3	3	11	4	13	1	3[16.7 µM]	/
- Cc1ccc(C(=O)c2ccc(CC(=O)O)n2C)cc1
    -1	3	-25	-10	-6	-1	-4	-4
- C[C@H](CO)N1C[C@H](C)[C@@H](CN(C)S(=O)(=O)c2cccs2)Oc2c(NC(=O)Nc3ccccc3)cccc2C1=O
    /	3	0	-8&4	-13&-4	-1	5[16.7 µM]	-8
- Cn1c(Cn2c(=O)sc3ccccc32)nnc1SCC(=O)NCCc1ccccc1
    -3	/	6	-13	3	-8	/	-12
- CCOC(CNC(=O)Cc1c(C)nc2c(-c3ccccc3)c(C)nn2c1C)OCC
    -1	/	-2	16	31	/	/	-6
- COc1ccc(N2CC(C(=O)N3CCN(c4ccccc4F)CC3)CC2=O)cc1 (centres undefined)
    2	-3	20	4	2	-1	-12	9
- CCC(=O)Nc1ccc2c(c1)OC[C@@H](C)N(C(=O)c1ccc(F)cc1)C[C@H](C)[C@@H](OC)CN(C)C2=O
    0	3	-7	5	0	-1	/	-5
- COc1ccc(NC(=O)C2CC(=O)OC2(C)C)cc1 (centres undefined)
    /	5	/	/	-5	3	2	-4
- Cn1c(=O)c2[nH]c(CN(Cc3ccccc3)Cc3ccccc3)nc2n(C)c1=O
    /	16	8	/	/	1	15	-5
- O=S(=O)(Cc1ccccc1)N1CCCCN2[C@H](CO)[C@@H](c3ccc(-c4cccnc4)cc3)[C@H]2C1
    0	5	-28	5	1	2	4[16.7 µM]	/
- CCN1CCN(c2nc3ccccc3nc2NS(=O)(=O)c2ccc(NC(C)=O)cc2)CC1
    -5	-4	-1	5	20	0	-2	-13
- COc1ccc(C[C@H]2CN3C(=NC[C@@H]3Cc3ccccc3)N2CCNC(=O)CCC2CCCCC2)cc1
    15	-10	45	?	82*	-1	-19	2
- CCOC(=O)Cn1c(=O)c2c(nc3n2CCCN3CCc2ccccc2)n(C)c1=O
    -3	/	-5	6	-16	-1	11	2
- C[C@@H]1CN([C@@H](C)CO)C(=O)c2cc(NS(=O)(=O)c3ccccc3)ccc2O[C@@H](C)CCCCO[C@H]1CN(C)Cc1ccccc1
    /	9	9	-11	18	/	/	/
- O=C(NCCN1CCOCC1)c1cn(-c2ccccc2)nc1-c1cccs1
    /	-10	-11	/	/	3	-5	4
- C=CCN1C(=NC(=O)COc2ccccc2)SC2CS(=O)(=O)CC21 (centres undefined)
    2	14	-11	/	7	1	-6	12
- CCc1c(C)c(C#N)c2nc3ccccc3n2c1NCC1CCCO1 (centres undefined)
    /	11	20	/	/	-7	-20	-9
- CN(C(=O)c1ccc2c(c1)OCCO2)c1c(N)n(Cc2ccccc2)c(=O)[nH]c1=O
    0	-4	-9	-1	-8	0	-1	2
- Cc1ccccc1CNC(=O)Cc1cccs1
    3	/	-69	-31	-1	/	/	-1
- CC[n+]1c(S(=O)(=O)[O-])ccc2ccc(C)cc21
    /	-2	/	/	3	-1	-5	/
- Cc1ccccc1NC(=S)N=Nc1c(O)n(C)c2ccc(S(=O)(=O)N3CCOCC3)cc12
    /	-6	45	/	4	3	-13	0
- COc1ccc(S(=O)(=O)Nc2ccc3c(c2)C(=O)N([C@@H](C)CO)C[C@@H](C)[C@@H](CN(C)C(=O)Nc2cccc4ccccc24)O3)cc1
    1	11	/	10	-3	-6	11[16.7 µM]	/
- CCOC(=O)c1cnc(/N=C/N(C)C)s1
    -3	/	-22	-9	1	/	/	9
- CCCNC(=O)N(C)C[C@@H]1Oc2cc(C#Cc3ccccn3)ccc2S(=O)(=O)N([C@H](C)CO)C[C@@H]1C
    1	-2	/	-6	2	1	-11[16.7 µM]	5
- Cc1ccc2c(CC(=O)NCC(C)(C)N3CCOCC3)coc2c1
    -6	1	-10	7	5	1	4	-10
- COc1ccc(-c2csc(/C(C#N)=C\c3ccc(OC)c([N+](=O)[O-])c3)n2)cc1
    /	18	-11	/	4	7	-3	-8
- Cc1ccc(OCC(=O)Nc2c3c(nn2C(C)(C)C)CS(=O)(=O)C3)cc1
    3	/	-11	/	11	1	/	0
- Cc1ccc(NC(=O)CN2C(=O)S/C(=C\c3ccccn3)C2=O)cc1C
    6	/	-4	13	-4	0	-3	/
- O=C(NCc1ccccn1)[C@@H]1[C@@H](CO)[C@@H]2Cn3c(cccc3=O)[C@H]1N2CC1CCCCC1
    -2	-5	-6	-1	1	-1	2[16.7 µM]	/
- CC(C)(C)C1=Nn2c(nnc2C2CCCCC2)SC1
    /	8	/	/	/	1	-5	0
- Cc1nn(-c2cccc(Cl)c2)c2c1C(c1ccncc1)C(C#N)=C(N)O2 (centres undefined)
    /	3	34	/	/	-2	-15	/
- C/C(=N/NC(=O)c1ccco1)c1ccc(NC(=O)c2ccc(Br)o2)cc1
    2	/	-134	/	-36	-9	/	-8
- O=C(O)c1cccc(-c2noc(-c3cccc(Cl)c3)n2)c1
    6	2	-28	45	84*	-7	2	-31
- CC(=O)c1cccc(N=c2scc(-c3ccc(S(=O)(=O)N4CCOCC4)cc3)n2CCO)c1
    2	/	19	16	2	/	/	-1
- CCc1cc2c(=O)c(-c3nc4ccccc4[nH]3)coc2c(CN2CCCCC2)c1O
    1	-6	1	-17	0	/	/	5
- CCC1(c2ccccc2)NC(=O)N(CC(=O)Nc2cc(Cl)ccc2N2CCOCC2)C1=O (centres undefined)
    1	/	10	0	-11	/	/	11
- Cc1ccc2nc(-c3ccc(N)cc3)sc2c1
    0	0	13	69*	82*	-18	-5	-9
- O=C(Nc1ccccc1F)N[C@@H]1CC[C@H](CCNC(=O)C2CC2)O[C@@H]1CO
    -2	-18	/	-13	-5	1	/	-7
- Cc1cc(=O)[nH]c(SC(C)C(=O)Nc2cccc3ccccc23)n1 (centres undefined)
    -3	6	18	7	9	-2	-4	7
- Cc1ccsc1/C=N/NC(=O)Cc1ccc([N+](=O)[O-])cc1
    -3	-2	18	5	13	/	/	-1
- O=C(C[C@H]1C[C@@H]2c3cc(NC(=O)NC4CCCC4)ccc3O[C@@H]2[C@@H](CO)O1)NCc1ccncc1
    1	-3	-4	-3	-3	-11	-4[16.7 µM]	2
- C[C@@H](NC(=O)C[C@H]1C=C[C@@H](NC(=O)Nc2ccc3c(c2)OCO3)[C@H](CO)O1)c1ccccc1
    2	3	-11	-1	-10	-6	-8[16.7 µM]	0
- CCCc1nc(SC)[nH]c(=O)c1C
    -2	/	8	9	/	/	/	-1
- CCOC(=O)CSCC(=O)Nc1cc(C)ccc1C
    1	-2	/	9	3	/	-4	/
- Cc1ccc(S(=O)(=O)NCCN=C(CN2CCCC2)NS(=O)(=O)c2ccc(C)cc2)cc1
    /	-16	2	/	/	-3	62	9
- CO[C@H]1CN(C)C(=O)c2cc(NC(=O)Nc3c(C)noc3C)ccc2OC[C@H](C)N(CCC(F)(F)F)C[C@H]1C
    /	-2	/	7	-11	-3	/	-1
- Cc1ccc(CS(=O)(=O)Cc2ccc(C(=O)NCc3ccco3)o2)cc1
    2	2	/	-5	0	-2	-4	/
- COc1ccccc1NCCC#N
    /	0	/	/	/	0	2	16
- C[C@@H]1CCCCO[C@@H](CN(C)C(=O)CCC(F)(F)F)[C@H](C)CN([C@H](C)CO)C(=O)c2cc(NS(=O)(=O)c3ccccc3)ccc2O1
    2	-14	-13	6	21	1	-2[16.7 µM]	/
- C[C@@H](NC(=O)C[C@@H]1CC[C@H]2[C@@H](COC[C@H](O)CN2C(=O)Nc2cccc(Cl)c2)O1)c1ccccc1
    -1	-1	20	-15	-5	-2	2[16.7 µM]	4
- O=C(O)c1cnn(-c2nc(-c3cccc([N+](=O)[O-])c3)cs2)c1C(F)(F)F
    5	1	-21	14	19	-1	10	-4
- Cn1cccc1/C=N/NC(=O)CSc1nc2ccccc2[nH]1
    -3	-3	-15	-14	-47	-1	2	8
- O=C(O)COc1ccccc1/C=N/NC(=O)CN1CCN(S(=O)(=O)c2ccc(Br)cc2)CC1
    20	8	-12	-6	-6	2	-5	-1
- C/C=C/c1ccc2c(c1)O[C@H](CN(C)C(=O)NC1CCCCC1)[C@H](C)CN([C@@H](C)CO)S2(=O)=O
    0	-6	-6	-8	-4	7	-8[16.7 µM]	-1
- Cc1cc(C(F)F)nn1CC(=O)NCc1ccccc1F
    /	9	6	/	/	4	7	0
- COc1ccc2c(c1)CCC/C2=N/OC(=O)c1ccccc1OC
    2	/	-13	-5	/	/	/	7
- C[C@@H]1CN([C@H](C)CO)S(=O)(=O)c2ccc(C3=CCCC3)cc2O[C@H]1CN(C)C(=O)c1ccccc1
    1	12	/	-5	-6	3	-7[16.7 µM]	/
- O=C(C[C@@H]1C[C@H]2c3cc(NC(=O)C4CCOCC4)ccc3O[C@H]2[C@@H](CO)O1)NCC(F)(F)F
    3	6	-17	-6	5	14	1[16.7 µM]	/
- O=C(Cn1c(CN2CCCCC2)nc2ccccc2c1=O)NC1CCCCC1
    -1	7	/	3	-9	-6	-2	/
- C[C@@H]1CCCCO[C@H](CN(C)Cc2ccccc2)[C@@H](C)CN([C@@H](C)CO)C(=O)c2cc(NC(=O)Nc3ccc(F)cc3)ccc2O1
    -2	1	-3	-5	24	9	-5[16.7 µM]	/

# Next part.
# Each structure is followed by: Casp6 inh	PGC1a acetyl inh	PAX8 inh HTS	EWS-Fli inh	LGR2 inh	Cneo AK release	miR-122 sensor	FN deposit inh
- Cc1cccc[n+]1CC(=O)c1ccccc1
    -6	/	7	8	0	2	/	4
- Cn1c(=O)c2cc(S(=O)(=O)NC(Cc3ccccc3)C(=O)NCC3CCCO3)ccc2n(C)c1=O (centres undefined)
    -7	/	5	2	-18	2	-5	11
- Cc1ccc(NC(=O)c2nc(S(=O)(=O)Cc3ccccc3C)ncc2Cl)cc1C
    6	/	10	/	3	-2	15	20
- Cc1ccc(C(=O)N2CC(=O)Nc3ccc(C)cc3C2c2ccccc2)cc1 (centres undefined)
    /	/	-14	4	9	1	6	5
- C=CCC[C@H](Cc1ccc(F)cc1)C(=O)OC[C@H](C)NC(=O)[C@H](CC=C)CC(=O)NCCO
    -1	/	36	-6	6	1	-21	13
- O=C(CSc1nc(=O)n(CCN2CCOCC2)c2c1CCCC2)Nc1ccc([N+](=O)[O-])cc1
    -1	/	13	6	-17	4	/	/
- CC(C)NC(=O)N(C)C[C@@H]1Oc2ncc(C#Cc3ccncc3)cc2C(=O)N([C@@H](C)CO)C[C@H]1C
    0	-6	/	-3	-14	0	-5[16.7 µM]	-19
- CCOC(=O)c1c(NC(=O)CSc2nnc(-c3ccccc3C)n2C)sc(C(C)=O)c1C
    /	/	16	/	/	-3	1	1
- CC(C)(C)C(=O)c1c(N)[nH]c(C(=O)c2ccccc2)c1-c1ccc(Cl)cc1
    0	/	-20	-4	-18	/	/	-1

# Screens as filed in PubChem BioAssay.
